Rin1 Abl inh: blocks binding of human Rin1 to Abl. P00519+Q13671. TR-FRET Rin1/Abl binding, biochemical. inhibition, % at 7.35 µM. actives 0.4% (n = 360,000); in the data active means inhibition above about 5%, passing the limit was not always enough
SUMO1 PPI mod: SUMO1-SIM interaction modulation. AID 602429. SUMO1 binding to a labelled peptide, TR-FRET, 1 h. P63165. inhibition, % at 20 µM. actives 0.33% (n = 360,000); in the data active means inhibition above about 37%
Target sequence (P63165 whole entry, looked up): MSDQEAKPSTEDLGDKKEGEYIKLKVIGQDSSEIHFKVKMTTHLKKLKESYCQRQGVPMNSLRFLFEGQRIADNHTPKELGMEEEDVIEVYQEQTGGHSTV
DNMT1 block: blocks human DNA methyltransferase DNMT1; DNMT1 molecular beacon, Hinp1I cleavage, fluorescence; inhibition (reported as % activation of signal), % at 10 µM; actives 0.83% (n = 360,000); in the data active means inhibition above about 50%
STEP block: blocks human striatal-enriched tyrosine phosphatase; P54829; inhibition, % at 20 µM; recombinant STEP, OMFP fluorogenic substrate, fluorescence; actives 0.25% (n = 360,000);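 active means inhibition at 20 µM, scaled per plate between control wells, above about 37%, limit read from the data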;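 further: 0% = DMSO with enzyme and substrate and 100% = substrate only without enzyme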
Target sequence (P54829 whole entry, looked up): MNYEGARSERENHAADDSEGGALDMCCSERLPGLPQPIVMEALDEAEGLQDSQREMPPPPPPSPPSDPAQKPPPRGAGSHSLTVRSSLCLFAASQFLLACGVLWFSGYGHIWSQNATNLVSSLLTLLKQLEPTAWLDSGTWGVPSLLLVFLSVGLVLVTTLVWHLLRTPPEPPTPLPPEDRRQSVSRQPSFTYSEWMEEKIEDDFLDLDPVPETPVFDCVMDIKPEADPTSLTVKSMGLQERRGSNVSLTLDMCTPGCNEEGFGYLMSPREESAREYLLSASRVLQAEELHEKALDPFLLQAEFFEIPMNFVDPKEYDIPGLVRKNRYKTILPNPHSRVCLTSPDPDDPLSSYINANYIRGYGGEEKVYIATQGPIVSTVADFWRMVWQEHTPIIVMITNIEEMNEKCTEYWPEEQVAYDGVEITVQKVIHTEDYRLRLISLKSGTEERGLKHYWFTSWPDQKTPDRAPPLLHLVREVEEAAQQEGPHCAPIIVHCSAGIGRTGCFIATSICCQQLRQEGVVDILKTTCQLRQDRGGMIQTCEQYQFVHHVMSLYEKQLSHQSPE
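medium = Bis-Tris buffer pH 6.0, 2.5 mM DTT, 0.005% Tween 20 | test system = STEP (striatal-enriched tyrosine phosphatase) enzyme, cell-free | measure = normalized % inhibition | compound dosing = 20 µM, 1% DMSO | also added = 25 µM OMFP | schedule = reaction 20 min, ambient temperature | measured by = fluorescence read at 480 nm ex / 540 nm em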
Scp1 inh: blocks human Scp-1 phosphatase activity; Q9GZU7; Recombinant Scp1, phosphopeptide, malachite green phosphate absorbance; inhibition, % at 20 µM; actives 0.88% (n = 340,000); AID 493091;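 active means inhibition above about 50% at 20 µM, limit read from the data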;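 further: plate controls were DMSO wells with enzyme for no effect and wells lacking enzyme for full effect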
Target sequence (Q9GZU7 76-261 limits assumed): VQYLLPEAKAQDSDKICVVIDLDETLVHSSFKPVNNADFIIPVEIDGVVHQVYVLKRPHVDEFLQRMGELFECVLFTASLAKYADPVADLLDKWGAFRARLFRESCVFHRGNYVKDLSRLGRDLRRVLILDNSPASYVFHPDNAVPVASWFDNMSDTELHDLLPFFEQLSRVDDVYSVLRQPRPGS
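assay system = SCP-1 phosphatase catalytic domain, residues 76-261 | buffer or medium = 50 mM Tris acetate pH 5.5, 0.005% Tween-20, 10 mM MgCl2 | incubation = enzyme reaction 45 min at room temperature, colour 5 min, stabilisation 30 min | signal = Phosphate-binding colour reagent, absorbance read at 630 nm | measure = % inhibition at 20 µM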
NadD block: blocks S. aureus nicotinate mononucleotide adenylyltransferase. purified NadD enzyme, colorimetric absorbance read-out. AID 602399. inhibition, % at 20 µM. actives 0.78% (n = 360,000); in the data active means inhibition above about 26%; further: some compounds past the cut are filed as inactive
Neddyl block: inhibitors of human cullin neddylation; P61081+Q13564; TR-FRET cullin neddylation, biochemical; calls only at 25 µM; actives 0.58% (n = 360,000); AID 651699; in the data active means inhibition above about 36%
LMPTP inh: LMPTP (human) inhibition | P24666 | recombinant LMPTP-A, OMFP fluorogenic substrate, fluorescence intensity | inhibition, % at 20 µM | actives 0.22% (n = 360,000) | AID 651560;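 active means compounds that cut the enzyme signal by at least half of the control window in the single-dose screen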;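 further: plate controls were DMSO wells with enzyme plus substrate for no effect and substrate without enzyme for full effect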
Target sequence (P24666 whole entry, looked up): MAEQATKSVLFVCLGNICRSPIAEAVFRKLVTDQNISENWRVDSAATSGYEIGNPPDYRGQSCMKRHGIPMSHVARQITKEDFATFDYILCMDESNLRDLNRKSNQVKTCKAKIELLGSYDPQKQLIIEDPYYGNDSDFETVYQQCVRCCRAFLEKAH
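Test system: LMPTP-A phosphatase enzyme. Amount: LMPTP-A at 0.625 nM final in the reaction. Reagent: OMFP substrate, 400 µM final. Times: 50 min at room temperature. Signal: endpoint fluorescence intensity from OMFP dephosphorylation. Read-out basis: % inhibition. Benchmarks: no-enzyme and uninhibited controls.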
Rpn11 inh: blocks the human proteasome subunit Rpn11; O00487; AID 588493; human 26S proteasome, Ub4-pepOG fluorescence polarization; 20S core pre-blocked with epoxomicin; calls only at 20 µM; actives 0.59% (n = 360,000);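 active means inhibition at 20 µM, scaled to each plate's controls, above about 33%, limit read from the data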
CSN inh: inhibitors of human CSN-mediated cullin deneddylation | actives 0.38% (n = 360,000) | Purified CSN, SCF-Nedd8-OG deneddylation, fluorescence polarization | inhibition, % at 12.5 µM | AID 651999;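 active means pattern-corrected inhibition above about 35%, with an unprinted fluorescence ratio check between 0.5 and 1.5, limit read from the data, passing the limit was not always enough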;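 further: 0% = enzyme with substrate and 100% = substrate without enzyme; some results filed as inactive read as strong as hits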
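Assay system: purified human Csn5 enzyme expressed in HEK293T cells; Input: 0.24 nM Csn5 enzyme, final concentration; Reagent: 10 nM SCFSkp2-Nedd8OG; Compound dosing: 12.5 µM single point; Times: reaction 90 min, room temperature; Technique: fluorescence polarization readout.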
An asterisk follows results filed as active; i = inactive; x = not tested or not shown; + = active, no number.

entry	SMILES	SUMO1 PPI mod	DNMT1 block	Neddyl block	NadD block	CSN inh
1	O=C(NC(=S)NNC(=O)c1ccccc1[N+](=O)[O-])c1ccccc1	-12	0	i	6	0
2	CN1CCC(N(C)C(=O)/C(C#N)=C\c2ccc(OC(F)F)cc2)CC1	-3	4	i	1	3
3	COc1cnc(-c2ccccc2)nc1Oc1cccc(C)c1C	0	-3	i	2	3
4	O=C(c1ccc(-c2cccc(C(F)(F)F)c2)o1)N1CCCCCCC1	0	1	i	-5	-3
5	CSc1ccc(C(O)c2ncc(-c3ccccc3Cl)[nH]2)cc1 (stereo not given)	6	-6	i	-2	3
6	CCn1c(SC)nc2c(c1=O)SC(C)C2 (stereo not given)	1	1	i	-2	3
7	CCCc1nc2ccccc2c(C(=O)OCC(=O)NCc2ccc3c(c2)OCO3)c1CC	0	3	i	-12	-2
8	Cc1nnc(C)n1/N=C/c1cc(Br)ccc1O	3	5	i	4	1
9	CCN(CC)S(=O)(=O)c1ccc(C(=O)NCCSc2c[nH]c3ccccc23)cc1	7	-5	i	-4	1
10	Cc1ccc(S(=O)(=O)N=Nc2c(O)[nH]c3ccccc23)cc1C	-11	-1	i	-2	6
11	CC1=C(C(=O)N(C(C)C)C(C)C)CC(CC(=O)NCCc2ccccn2)C(=O)N1CCC1=CCCCC1 (stereo not given)	0	-7	i	6	-5
12	COc1cccc2cc(C(=O)N(C)C)c(=O)oc12	0	1	i	-4	-3

entry	Scp1 inh	LMPTP inh	STEP block	Rin1 Abl inh	Rpn11 inh
1	3	8.8	2	1	i
2	5	0.5	-2	2	i
3	4	3.5	1	-1	i
4	-13	3.3	1	3	i
5	x	-1.2	-4	4	i
6	-5	-0.9	1	-1	i
7	-4	1.7	1	-2	i
8	-7	-0.9	2	-2	i
9	-19	0.0	1	-1	i
10	-2	-1.4	0	-5	i
11	x	0.1	0	4	i
12	-2	-0.8	4	2	i

(more compounds)
entry	SMILES	SUMO1 PPI mod	DNMT1 block	Neddyl block	NadD block	CSN inh
13	Cc1ccc([C@H]2C[C@H](n3cc(-c4ccc(F)cc4)nn3)[C@@H](O)CN2C(=O)c2cccs2)cc1	14	2	i	6	-2
14	Cc1ccc(CNC(=O)CCNC(=O)c2ccc([N+](=O)[O-])cc2)cc1	-22	0	i	4	-9
15	O=C(Oc1ccccc1C(=S)N1CCOCC1)c1ccc([N+](=O)[O-])cc1[N+](=O)[O-]	-41	-1	i	0	4
16	COc1ccc(S(=O)(=O)N2CCC(N3CCCC3)CC2)cc1	0	5	i	3	-2
17	CCCC(C)NS(=O)(=O)c1ccc(OC)c(C)c1 (stereo not given)	3	3	i	-1	-1
18	CCC(C)C(NC(N)=O)C(=O)Nc1ccc(S(=O)(=O)Nc2ccc(OC)cc2)cc1 (stereo not given)	1	0	i	-1	4
19	Cc1cccc(CNC(=O)CC2C(=O)NCCN2C2CCCC2)c1 (stereo not given)	-7	0	i	1	5
20	O=C(NCC(=O)N(c1ccc(F)cc1)C(C(=O)NC1CCCC1)c1ccncc1)c1ccco1 (stereo not given)	4	0	i	-4	-2
21	Nc1sccc1C(=O)N1CCN(c2ccccc2)CC1	0	x	i	x	3
22	c1ccc(Cn2ccnc2C2OCCO2)cc1	6	-6	i	-3	3
23	O=C(O)/C=C/c1cnc2ccccc2n1	-12	0	i	1	-5
24	COc1ccc(NC(=O)C2Cc3ccccc3O/C2=N\O)cc1 (stereo not given)	11	-1	i	-4	3

entry	Scp1 inh	LMPTP inh	STEP block	Rin1 Abl inh	Rpn11 inh
13	x	1.5	1	-1	i
14	0	-0.7	-1	1	i
15	-5	0.7	2	-2	i
16	1	-2.5	0	2	i
17	3	-1.8	-1	-1	i
18	-4	-0.1	-2	-1	i
19	-4	5.1	1	2	i
20	-1	-0.2	2	3	i
21	x	-0.3	x	x	x
22	x	-0.7	-4	-1	i
23	-7	-0.4	0	-2	i
24	1	-0.5	-2	0	i

Next section.
entry	SMILES	SUMO1 PPI mod	DNMT1 block	Neddyl block	NadD block	CSN inh
25	CNc1nc(Nc2ccc(C)cc2C)c2sccc2n1	0	4	i	1	1
26	COc1ccc(NC(=O)CSc2nnc(C)n2N)cc1S(=O)(=O)N1CCCCC1	-2	1	i	-3	1
27	CC(C)n1cc(CN2CCN(CCc3ccccc3)C(CCO)C2)cn1 (stereo not given)	-1	1	i	-5	3
28	COc1ccc(N2CCN(CNC(=O)c3ccccc3)CC2)cc1	-5	2	i	6	4
29	Cc1cc2c(cc1C)NC(CC(=O)NCc1ccccc1)C(=O)N2 (stereo not given)	-11	6	i	1	1
30	CCOc1ccc(S(=O)(=O)Nc2ccc(C(=O)NCC(C)(C)N3CCOCC3)cc2)cc1	0	2	i	-9	4
31	Cn1nc(C(F)(F)F)c(-c2cccc(C(F)(F)F)c2)c1NC(=O)c1cccnc1	-6	7	i	-1	-2
32	CC(Oc1ccccc1)C(=O)N1CCN(C(=O)C(C)Oc2ccccc2)CC1 (stereo not given)	-1	2	i	-3	0
33	Cc1ccccc1NC(=O)c1cc(S(=O)(=O)N2CCCCC2)cs1	2	1	i	-9	-2
34	O=C(NC1CCN(Cc2ccccc2)CC1)c1ccc(S(=O)(=O)NCc2ccco2)cc1	3	1	i	-11	-1
35	CC(C)Cc1cc(C(=O)N(C)C2CCCN(Cc3ccccc3F)C2)n(C)n1 (stereo not given)	-2	-1	i	-4	-5
36	O=C(Nc1cccc(C(=O)O)c1)/C(=C\c1ccc2c(c1)OCO2)NC(=O)c1ccccc1Cl	-8	3	i	-5	2

entry	Scp1 inh	LMPTP inh	STEP block	Rin1 Abl inh	Rpn11 inh
25	x	20	-2	0	i
26	0	-1.5	-1	2	i
27	-5	-1.8	2	2	i
28	-7	0.7	3	-1	i
29	0	-0.6	-4	-8	+
30	4	-2.4	-2	0	i
31	-7	1.7	-1	1	i
32	-10	-1.0	0	2	i
33	-5	-0.2	3	1	i
34	3	-0.4	0	-4	i
35	3	0.1	0	1	i
36	-2	-0.7	3	-1	i

Results in sequence from above.
CSN inh, compounds 24–30: 3, 1, 1, 3, 4, 1, 4
Scp1 inh, compounds 24–30: 1, x, 0, -5, -7, 0, 4

(continued)
entry	SMILES	SUMO1 PPI mod	DNMT1 block	Neddyl block	NadD block	CSN inh
37	CCN(CC)c1ccc(C(=O)OCC(=O)Nc2sccc2C#N)cc1	2	-7	i	-3	-1
38	Clc1ccc(Oc2ccccc2)c2ncccc12	-13	1	i	-4	4
39	COc1ccc2nc(NC(=O)Cc3ccc(OC)c(S(=O)(=O)N4CCOCC4)c3)sc2c1	19	0	i	-3	-1
40	CCOC(=O)N1CCN(CC(O)COc2c(OC)cccc2OC)CC1 (stereo not given)	4	3	i	-4	0
41	CC(=O)c1cccc(S(=O)(=O)NCCC(=O)Nc2ccc(S(N)(=O)=O)cc2)c1	3	6	i	4	-2
42	Cc1ccc(NC(=O)COC(=O)C2(C)CC2(Cl)Cl)cc1S(=O)(=O)N1CCOCC1 (stereo not given)	-1	-3	i	-4	3
43	CC(=O)Nc1cnc(-c2ccc(O)cc2C)cn1	-4	0	i	2	-4
44	COc1ccc(C)cc1S(=O)(=O)NC1CCCCC1C (stereo not given)	-2	2	i	2	-7
45	O=C(COC(=O)c1cc(Cl)ccc1O)Nc1ccc2c(c1)OCCO2	4	-3	i	-7	0
46	CC(C)c1nnc(NC(=O)CN2C(=O)c3ccccc3C2=O)s1	5	2	i	-5	-2
47	COc1cc(CC(=O)OCC(=O)N2CCN(C(=O)c3ccco3)CC2)cc(OC)c1OC	1	4	i	6	-3
48	O=C(CN1CCN(S(=O)(=O)c2ccccc2F)CC1)N1CCc2ccccc2C1	4	3	i	-5	-1

entry	Scp1 inh	LMPTP inh	STEP block	Rin1 Abl inh	Rpn11 inh
37	-2	2.1	2	-1	i
38	1	0.7	-2	4	i
39	-2	0.4	-2	1	i
40	-12	-2.7	-1	1	i
41	2	-1.1	3	-2	i
42	-8	0.4	1	-1	i
43	x	0.2	3	-1	i
44	-6	-0.6	2	-1	i
45	-13	0.2	-2	-1	i
46	13	-0.1	0	3	i
47	-5	-0.8	1	3	i
48	3	-3.1	2	3	i

Quoted at random: three records from the list, in no set order.
entry	SMILES	SUMO1 PPI mod	DNMT1 block	Neddyl block	NadD block	CSN inh
28	COc1ccc(N2CCN(CNC(=O)c3ccccc3)CC2)cc1	-5	2	i	6	4
43	CC(=O)Nc1cnc(-c2ccc(O)cc2C)cn1	-4	0	i	2	-4
14	Cc1ccc(CNC(=O)CCNC(=O)c2ccc([N+](=O)[O-])cc2)cc1	-22	0	i	4	-9

entry	Scp1 inh	LMPTP inh	STEP block	Rin1 Abl inh	Rpn11 inh
28	-7	0.7	3	-1	i
43	x	0.2	3	-1	i
14	0	-0.7	-1	1	i

Next part:
entry	SMILES	SUMO1 PPI mod	DNMT1 block	Neddyl block	NadD block	CSN inh
49	Cc1ccccc1NC(=O)Cn1c(=O)n(CC2CCCO2)c(=O)c2ccccc21 (stereo not given)	-7	1	i	1	4
50	CC(=O)Nc1ccc(Sc2ccccc2C(=O)N2CCCC2)cn1	-1	0	i	4	-12
51	Cc1ccc(CN(CC(=O)NC(C)(C)C)C(=O)CNC(=O)c2cccs2)cc1	1	2	i	-3	-5
52	COc1ccc(C2=NOC(C)(c3nnc(-c4ccccc4)o3)C2)cc1 (stereo not given)	-32	-2	i	-4	2
53	CC(C)CN(C(=O)Cn1c(C(F)(F)F)nc2ccccc21)c1c(N)n(Cc2ccccc2)c(=O)[nH]c1=O	1	0	i	-2	-7
54	COc1ccc(N/N=C(\C#N)C(N)=O)cc1	-8	-6	i	0	1

entry	Scp1 inh	LMPTP inh	STEP block	Rin1 Abl inh	Rpn11 inh
49	-13	-0.7	1	-2	i
50	-2	-0.4	3	-1	i
51	-1	-0.3	-1	0	i
52	-17	1.5	6	0	i
53	-8	-1.5	0	1	i
54	-3	-0.4	-3	-1	i

Full records from above. Values in the order: SUMO1 PPI mod | DNMT1 block | Neddyl block | NadD block | CSN inh | Scp1 inh | LMPTP inh | STEP block | Rin1 Abl inh | Rpn11 inh
Entry for COc1cccc2cc(C(=O)N(C)C)c(=O)oc12 = 0 | 1 | i | -4 | -3 | -2 | -0.8 | 4 | 2 | i
Entry for CCOc1ccc(S(=O)(=O)Nc2ccc(C(=O)NCC(C)(C)N3CCOCC3)cc2)cc1 = 0 | 2 | i | -9 | 4 | 4 | -2.4 | -2 | 0 | i
Entry for O=C(NCC(=O)N(c1ccc(F)cc1)C(C(=O)NC1CCCC1)c1ccncc1)c1ccco1 (stereo not given) = 4 | 0 | i | -4 | -2 | -1 | -0.2 | 2 | 3 | i
Entry for O=C(CN1CCN(S(=O)(=O)c2ccccc2F)CC1)N1CCc2ccccc2C1 = 4 | 3 | i | -5 | -1 | 3 | -3.1 | 2 | 3 | i

Screening data: PubChem, several laboratories
